Assay outcomes from PubChem.
SENP8 block-1 – SENP8 protease inhibitors, primary screen, biochemical, luminescence; Sentrin-specific protease 8 (Homo sapiens), Q96LD8; purified SENP8, Z-RLRGG-aminoluciferin cleavage; inhibition, % at 10 µM; 330,000 tested, 1.2% active; AID 2540, 2010; in the data active = inhibition above about 50%
PfG6PD inh – PfG6PD enzyme inhibitors, primary screen, biochemical, fluorescence intensity, uHTS; glucose-6-phosphate dehydrogenase-6-phosphogluconolactonase (Plasmodium falciparum 3D7); PfGluPho enzyme, NADPH resazurin-diaphorase fluorescence; inhibition, % at 20 µM; 350,000 tested, 0.78% active;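 active = inhibition reaching at least a set limit at 20 µM in the primary screen, cut at about 59% in these data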;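 note: 0% = DMSO wells with substrate and 100% = DMSO wells lacking glucose-6-phosphate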
Apaf1 inhib – inhibitors of human Apaf-1 apoptosome, primary screen, biochemical, DEVD-Rh110 fluorescence, uHTS | Apoptotic protease-activating factor 1 (Homo sapiens), O14727 | reconstituted apoptosome caspase-3 activity | inhibition, % at 20 µM | 330,000 tested, 0.71% active; active = inhibition of at least 40% at 20 µM;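 note: plate controls were DMSO wells for no effect and DEVD-CHO caspase inhibitor wells for full effect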
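Material: biochemical Apaf-1 apoptosome reconstitution. Medium: Hepes buffer, pH 7.5. Also added: cytochrome c activation, bis-DEVD rhodamine 110 substrate. Timing: 30 min compound preincubation, 50 min activation, room temperature. Measured by: rhodamine 110 fluorescence at Ex 480/Em 540 nm.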
SENP6 block – SENP6 protease inhibitors, primary screen, biochemical, luminescence, uHTS | Sentrin-specific protease 6 (Homo sapiens), Q9GZR1 | Recombinant SENP6 catalytic domain, aminoluciferin luminescence | inhibition, % at 10 µM | 330,000 tested, 1.8% active | AID 2599, 2010;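 active = inhibition above about 50% at the single tested dose, limit read from the data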;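 note: plate controls were DMSO wells with enzyme for no effect and DMSO wells lacking enzyme for full effect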
Target sequence (Q9GZR1 628-1112 limits assumed): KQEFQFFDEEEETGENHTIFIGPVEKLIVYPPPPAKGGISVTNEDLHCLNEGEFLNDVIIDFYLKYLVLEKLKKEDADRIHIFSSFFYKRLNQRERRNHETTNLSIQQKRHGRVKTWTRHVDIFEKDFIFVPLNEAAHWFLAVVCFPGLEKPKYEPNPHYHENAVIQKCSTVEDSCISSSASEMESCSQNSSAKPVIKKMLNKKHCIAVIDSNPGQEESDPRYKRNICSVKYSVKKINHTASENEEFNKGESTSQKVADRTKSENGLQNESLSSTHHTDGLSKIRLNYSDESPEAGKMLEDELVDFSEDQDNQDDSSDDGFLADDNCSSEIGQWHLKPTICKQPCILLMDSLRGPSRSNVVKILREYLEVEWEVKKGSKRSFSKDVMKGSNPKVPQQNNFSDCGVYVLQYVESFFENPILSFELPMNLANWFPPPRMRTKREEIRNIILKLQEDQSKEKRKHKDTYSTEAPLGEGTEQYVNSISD
HKDC1 inh – HKDC1 hexokinase inhibitors, primary screen, biochemical, fluorescence, uHTS. recombinant HKDC1, G6PDH/diaphorase resazurin coupled fluorescence. inhibition, % at 20 µM. 340,000 tested, 0.16% active;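 active = inhibition above about 35% when tested at 20 µM, limit read from the data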;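 note: plate controls were DMSO wells with enzyme for no effect and DMSO wells lacking enzyme for full effect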
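test system = in-house recombinant HK5 (HKDC1) enzyme | amount = HKDC1 at 5 µg/mL | control set = DMSO-enzyme wells negative, buffer-substituted wells positive | compound = one dose of 20 µM, 1% DMSO | schedule = reaction time 90 min, room temperature, protected from light | technique = resorufin fluorescence at 613 nm | reagent = glucose with 1 mM ATP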
SENP8 block-2 – human SENP8 protease inhibitors, primary screen, biochemical, fluorescence, Nedd8 protein substrate, uHTS; 360,000 tested, 0.64% active; AID 602440, 2012; Sentrin-specific protease 8 (Homo sapiens), Q96LD8; recombinant SENP8; inhibition, % at 20 µM; in the data active = inhibition mostly above about 40%, no sharp cut-off; inactive = mostly below about 27%
SENP1 inh – human SENP1 catalytic domain inhibitors, primary screen, biochemical, FRET, uHTS; Sentrin-specific protease 1 (Homo sapiens), Q9P0U3; recombinant SENP1 catalytic domain, CyPet-SUMO1-YPet FRET cleavage; inhibition, % at 10 µM; 360,000 tested, 0.21% active; AID 624204, 2012;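 active = inhibition at least 30% at 10 µM, raw YFP signal under a set limit, fluorescence ratio 0.5 to 1.5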;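 note: 0% = enzyme with DMSO and 100% = no enzyme wells; some results filed as inactive read as strong as hits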
Target sequence (Q9P0U3 419-644 limits assumed): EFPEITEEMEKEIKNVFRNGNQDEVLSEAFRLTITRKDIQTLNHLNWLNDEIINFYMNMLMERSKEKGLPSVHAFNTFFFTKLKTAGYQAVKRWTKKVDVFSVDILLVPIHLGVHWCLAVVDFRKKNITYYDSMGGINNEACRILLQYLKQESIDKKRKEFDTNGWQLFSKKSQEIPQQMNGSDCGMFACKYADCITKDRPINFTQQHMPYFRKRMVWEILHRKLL
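System: Recombinant human SENP1 catalytic domain, His6-tagged | Incubation: Enzyme reaction for 50 min at room temperature, dark | Medium: Tris pH 8 with BME, BSA, NP40 and catalase | Also added: 25 nM SUMO1 FRET substrate | Compound: 10 µM single point, 0.5% DMSO | Measured by: FRET fluorescence in CFP and YFP emission channels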
SENP7 block – SENP7 protease inhibitors, primary screen, biochemical, luminescence, uHTS; recombinant SENP7, Z-RLRGG-aminoluciferin luminescence, 40 min; inhibition, % at 5 µM; Sentrin-specific protease 7 (Homo sapiens), Q9BQF6; 330,000 tested, 1.5% active;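 active = inhibition above about 50% at the single test dose, limit read from the data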;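 note: plate controls were DMSO with enzyme for no effect and no enzyme buffer wells for full effect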
Target sequence (Q9BQF6 706-1050 limits assumed): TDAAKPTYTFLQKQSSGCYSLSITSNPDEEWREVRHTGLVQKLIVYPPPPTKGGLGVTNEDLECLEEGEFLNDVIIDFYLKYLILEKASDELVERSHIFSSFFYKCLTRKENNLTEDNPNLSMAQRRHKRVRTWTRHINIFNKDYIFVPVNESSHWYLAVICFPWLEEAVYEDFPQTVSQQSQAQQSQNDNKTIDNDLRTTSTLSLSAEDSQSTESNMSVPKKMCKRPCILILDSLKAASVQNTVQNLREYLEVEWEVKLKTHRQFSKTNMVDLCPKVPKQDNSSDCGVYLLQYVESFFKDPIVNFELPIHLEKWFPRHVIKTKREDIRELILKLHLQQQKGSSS
* marks the source's active call; other numbers are inactive results. Compounds as they come. Share with any hit: about 3.6%.

For CCCCOC(=O)CNc1n[nH]c(=S)[nH]c1=O the results were SENP8 block-1 1, PfG6PD inh 2, Apaf1 inhib -13, SENP6 block 0, HKDC1 inh -7, SENP8 block-2 12, SENP1 inh 0 and SENP7 block 2.
`COc1ccccc1OCc1ccc(C(=O)Nc2cc(OC)c(OC)c(OC)c2)o1` gave SENP8 block-1 -13, PfG6PD inh 16, Apaf1 inhib -5, SENP6 block 3, HKDC1 inh -4, SENP8 block-2 -3, SENP1 inh 0 and SENP7 block 1.
Cc1cccc(-n2c(SCC(=O)NCc3ccco3)nnc2-c2ccco2)c1 was read as SENP8 block-1 -10, PfG6PD inh -14, Apaf1 inhib -4, SENP6 block -11, HKDC1 inh -7, SENP8 block-2 8, SENP1 inh 1 and SENP7 block -4.
`CN(C)/C=N/c1cc(=O)n(C)c(=O)n1CC1CC1` gave SENP8 block-1 1, PfG6PD inh -10, Apaf1 inhib 6, SENP6 block -4, HKDC1 inh -7, SENP8 block-2 15, SENP1 inh 1 and SENP7 block -6.
`O=C(CSCc1ccc(Cl)cc1)Nc1ccc(-c2nnc(-c3ccccc3)o2)cc1` gave SENP8 block-1 -3, PfG6PD inh -3, Apaf1 inhib -17, SENP6 block 1, HKDC1 inh -6, SENP8 block-2 -394, SENP1 inh 0 and SENP7 block 9.
`COc1cc(=O)[nH]c(SC(C)C(=O)Nc2ccc3ccccc3c2)n1` (stereo not drawn) gave SENP8 block-1 1, PfG6PD inh 0, Apaf1 inhib 1, SENP6 block -25, HKDC1 inh 6, SENP8 block-2 -7, SENP1 inh -1 and SENP7 block 2.
Screening Cc1ccc(CN(C)C(=O)CCc2nc3sc4c(c3c(=O)[nH]2)CCCC4)o1 returned SENP8 block-1 -13, PfG6PD inh 34, Apaf1 inhib 13, SENP6 block -14, HKDC1 inh 3, SENP8 block-2 -70, SENP1 inh -32 and SENP7 block 0.
For CCOc1cc(S(=O)(=O)NCc2ccncc2)c(C)cc1C the results were SENP8 block-1 -8, PfG6PD inh -5, Apaf1 inhib 2, SENP6 block -1, HKDC1 inh -5, SENP8 block-2 -13, SENP1 inh 0 and SENP7 block -3.
Screening CC1CCC(NC(=O)Cn2cc3c(n2)CCCC3)CC1 (stereo not drawn) returned SENP8 block-1 0, PfG6PD inh -11, Apaf1 inhib 9, SENP6 block 4, HKDC1 inh -3, SENP8 block-2 13, SENP1 inh 2 and SENP7 block 8.
For CCN(CC(=O)NCc1ccc(F)cc1)C(=O)/C=C/c1cc(OC)ccc1OC the results were SENP8 block-1 0, PfG6PD inh -15, Apaf1 inhib 2, SENP6 block -24, HKDC1 inh -4, SENP8 block-2 -313, SENP1 inh -26 and SENP7 block 6.
Screening COc1ccc(/C=N/Nc2nnc(Cc3ccc(OC)c(OC)c3)c(=O)[nH]2)cc1OC returned SENP8 block-1 1, PfG6PD inh -24, Apaf1 inhib 11, SENP6 block 17, HKDC1 inh -5, SENP8 block-2 3, SENP1 inh 3 and SENP7 block -5.
For COc1ccc(-c2cc(CS(=O)(=O)c3ccccc3)on2)cc1 the results were SENP8 block-1 -8, PfG6PD inh -4, Apaf1 inhib 3, SENP6 block -13, HKDC1 inh -2, SENP8 block-2 12, SENP1 inh 0 and SENP7 block 8.

Structures from the list above with a halogen:
`O=C(CSCc1ccc(Cl)cc1)Nc1ccc(-c2nnc(-c3ccccc3)o2)cc1` gave SENP8 block-1 -3, PfG6PD inh -3, Apaf1 inhib -17, SENP6 block 1, HKDC1 inh -6, SENP8 block-2 -394, SENP1 inh 0 and SENP7 block 9.
For CCN(CC(=O)NCc1ccc(F)cc1)C(=O)/C=C/c1cc(OC)ccc1OC the results were SENP8 block-1 0, PfG6PD inh -15, Apaf1 inhib 2, SENP6 block -24, HKDC1 inh -4, SENP8 block-2 -313, SENP1 inh -26 and SENP7 block 6.

Continuation:
`CCOC(=O)c1c(C)[nH]c(C)c1S(=O)(=O)N(C)CC(=O)Nc1ccccc1C` gave SENP8 block-1 -6, PfG6PD inh -9, Apaf1 inhib 5, SENP6 block 9, HKDC1 inh 0, SENP8 block-2 11, SENP1 inh 0 and SENP7 block 5.
Screening Cn1c(=O)c2c(nc(NCc3ccco3)n2CC(O)CO)n(C)c1=O (stereo not drawn) returned SENP8 block-1 -3, PfG6PD inh -8, Apaf1 inhib -16, SENP6 block -14, HKDC1 inh -7, SENP8 block-2 8, SENP1 inh -1 and SENP7 block 2.
For Cn1c(=O)c2[nH]c(Cc3ccsc3)nc2n(C)c1=O the results were PfG6PD inh 2, HKDC1 inh -2, SENP8 block-2 -96 and SENP1 inh -67.
Cc1ccc(S(=O)(=O)/N=C/N(C)C)cc1 was read as SENP8 block-1 0, PfG6PD inh -5, Apaf1 inhib -2, SENP6 block 5, HKDC1 inh -7, SENP8 block-2 2, SENP1 inh 2 and SENP7 block 6.
CCOc1cc(C=C2C(=O)c3ccccc3C2=O)ccc1OCC(=O)Nc1ccc(C)cc1 was read as SENP8 block-1 0, PfG6PD inh -5, Apaf1 inhib 5, SENP6 block 15, HKDC1 inh 22, SENP8 block-2 15, SENP1 inh 0 and SENP7 block 3.
`CCOC(=O)Cc1c(C)nc2c(-c3ccccc3)c[nH]n2c1=O` gave SENP8 block-1 3, PfG6PD inh -20, Apaf1 inhib 0, SENP6 block -15, HKDC1 inh -3, SENP8 block-2 inactive, SENP1 inh 1 and SENP7 block -5.
For CC(=O)c1ccc(OCc2cc(C(=O)N(C)Cc3cc(C)no3)no2)cc1 the results were SENP8 block-1 1, PfG6PD inh -4, Apaf1 inhib -4, SENP6 block -19, HKDC1 inh -4, SENP8 block-2 6, SENP1 inh 2 and SENP7 block 5.
Screening CC1CC(C)CN(C(=O)c2nn(C)c3c2CSc2ccccc2-3)C1 (stereo not drawn) returned SENP8 block-1 4, PfG6PD inh 28, Apaf1 inhib 22, SENP6 block 0, HKDC1 inh -4, SENP8 block-2 2, SENP1 inh 1 and SENP7 block 7.
COc1ccc(S(=O)(=O)N2CCC(Cc3ccccc3)CC2)cc1NC(C)=O was read as SENP8 block-1 -6, PfG6PD inh 8, Apaf1 inhib 13, SENP6 block -30, HKDC1 inh -2, SENP8 block-2 14, SENP1 inh 1 and SENP7 block -6.
Screening Cc1ccc(C(=O)N/C(=C\c2ccc(-c3cccc([N+](=O)[O-])c3)o2)C(=O)NCCCN2CCOCC2)cc1 returned SENP8 block-1 -5, PfG6PD inh 32, Apaf1 inhib 10, SENP6 block 7, HKDC1 inh -4, SENP8 block-2 18, SENP1 inh -2 and SENP7 block 1.
CN(CCc1ccccn1)S(=O)(=O)c1ccccc1F was read as SENP8 block-1 -6, PfG6PD inh 1, Apaf1 inhib -15, SENP6 block 6, HKDC1 inh -12, SENP8 block-2 17, SENP1 inh 0 and SENP7 block 10.
Screening COc1ccc(NC(=O)COc2cccc3c2CCN(Cc2cccnc2)C3=O)cc1 returned SENP8 block-1 9, PfG6PD inh 1, Apaf1 inhib -7, SENP6 block -13, HKDC1 inh -2, SENP8 block-2 1, SENP1 inh 1 and SENP7 block -2.
CN(CCc1ccccc1)C(=O)c1cccc(NC(=O)Cc2cccc(NC(=O)C3CCCN(C(=O)C4CCCCC4)C3)c2)c1 (stereo not drawn) was read as PfG6PD inh -15, HKDC1 inh -1, SENP8 block-2 -12 and SENP1 inh -1.
`O=C1COc2ccc(C(=O)CCl)cc2N1` gave SENP8 block-1 -8, PfG6PD inh -3, Apaf1 inhib 3, SENP6 block -1, HKDC1 inh 7, SENP8 block-2 7, SENP1 inh 2 and SENP7 block -8.
Screening COC(=O)NCc1ccc2c(c1)OCO2 returned SENP8 block-1 -1, PfG6PD inh -8, Apaf1 inhib 2, SENP6 block -4, HKDC1 inh -5, SENP8 block-2 2, SENP1 inh 0 and SENP7 block 1.
Cc1ccccc1-c1noc(CCC(=O)NCC2CCCO2)n1 (stereo not drawn) was read as SENP8 block-1 1, PfG6PD inh -2, Apaf1 inhib -19, SENP6 block -4, HKDC1 inh -6, SENP8 block-2 -3, SENP1 inh -10 and SENP7 block 2.
Screening COc1ccc(-c2cc(C(=O)Nc3ccccc3N3CCOCC3)c3ccccc3n2)cc1OC returned SENP8 block-1 0, PfG6PD inh -3, Apaf1 inhib 19, SENP6 block -4, HKDC1 inh -1, SENP8 block-2 -181, SENP1 inh -3 and SENP7 block -17.
`Cc1ccc2nc(NC(=O)C3CCN(c4ncnc5sc(C)c(C)c45)CC3)sc2c1` gave SENP8 block-1 -9, PfG6PD inh 24, Apaf1 inhib 8, SENP6 block -13, HKDC1 inh 0, SENP8 block-2 -21, SENP1 inh -10 and SENP7 block 12.
CN(C(=O)C1CCOC1)c1nnc(C2CCOC2)s1 (stereo not drawn) was read as SENP8 block-1 -6, PfG6PD inh 0, Apaf1 inhib -5, SENP6 block 2, HKDC1 inh 1, SENP8 block-2 20, SENP1 inh 1 and SENP7 block 6.
For O=C1CCCc2c1cc(-c1ccccc1)n2-c1ccc(O)cc1 the results were SENP8 block-1 -4, PfG6PD inh -27, Apaf1 inhib 19, SENP6 block 0, HKDC1 inh 1, SENP8 block-2 -12, SENP1 inh 1 and SENP7 block -2.
`O=C(c1cccc(NS(=O)(=O)c2ccc(F)c(F)c2)c1)N1CCN(C(c2ccccc2)c2ccccc2)CC1` gave SENP8 block-1 -6, PfG6PD inh -27, Apaf1 inhib 35, SENP6 block -15, HKDC1 inh 6, SENP8 block-2 17, SENP1 inh 2 and SENP7 block -7.
O=C1CN(C(=O)c2ccco2)C(c2ccc(F)cc2)c2cc(Cl)ccc2N1 (stereo not drawn) was read as SENP8 block-1 2, PfG6PD inh 21, Apaf1 inhib 19, SENP6 block -6, HKDC1 inh -3, SENP8 block-2 9, SENP1 inh 1 and SENP7 block -7.
Cc1cc(C)cc(C(=O)N2CCC3(CC2)NCCc2[nH]cnc23)c1 was read as SENP8 block-1 -17, PfG6PD inh -13, Apaf1 inhib -4, SENP6 block 8, HKDC1 inh -3, SENP8 block-2 9, SENP1 inh 3 and SENP7 block -13.

Among those listed so far, two contain an aryl thioether with sulfur outside any ring.
Cc1cccc(-n2c(SCC(=O)NCc3ccco3)nnc2-c2ccco2)c1 was read as SENP8 block-1 -10, PfG6PD inh -14, Apaf1 inhib -4, SENP6 block -11, HKDC1 inh -7, SENP8 block-2 8, SENP1 inh 1 and SENP7 block -4.
`COc1cc(=O)[nH]c(SC(C)C(=O)Nc2ccc3ccccc3c2)n1` (stereo not drawn) gave SENP8 block-1 1, PfG6PD inh 0, Apaf1 inhib 1, SENP6 block -25, HKDC1 inh 6, SENP8 block-2 -7, SENP1 inh -1 and SENP7 block 2.
